High-throughput results: PubChem BioAssay, several laboratories
GSK3B inh – blocks human GSK3beta kinase activity; P49841; GST-GSK3beta kinase, ADP-Glo luminescence, 60 min; active compounds read low; activity score (negative = inhibition), % at 10 µM; 0.038% of 300,000 active;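 active = more than half of replicate wells score below -50%, meaning over 50% inhibition versus plate controls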;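 also: 0% = median DMSO wells and -100% = median GW8510 positive control wells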
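Test system – GST-tagged human GSK3beta kinase, cell-free · Incubation – 60 min enzyme reaction, room temperature · Signal – ADP-Glo luminescence · Also added – peptide substrate and ATP at 25 µM · Controls – DMSO neutral wells and GW8510 at 20 µM as positive · Buffer or medium – Tris/MgCl2 kinase buffer · Measure – Luminescence-derived activity versus plate DMSO and GW8510 wells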
hERG protect – shields human hERG channel from block by proarrhythmic agents | Q12809 | CHO-hERG, FluxOR thallium flux, dofetilide IC70 present | activation (rescue from dofetilide block), less the hit threshold, % at 10 µM | 0.51% of 310,000 active | AID 1511;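 active = activation above the mean of controls blocked by dofetilide plus 5 SD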;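 also: thallium influx through hERG after potassium depolarization seen as dye fluorescence rise; in these data hits start at about 4.7%; inactives centre near -7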
KCNK3 inh – human KCNK3 channel inhibition, primary screen; O14649; CHO-KCNK3 thallium flux, FluxOR fluorescence; active compounds read low; B-score at 10 µM; 0.84% of 340,000 active; AID 602410;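 active = B-score under library mean minus 4 SD, starting fluorescence ratio at most library mean plus 5 SD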;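 also: more negative B-score means stronger inhibition of thallium flux through KCNK3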
KCNQ1 act – human KCNQ1 channel potentiation or activation; P51787; CHO-K1 KCNQ1, thallium flux FluxOR fluorescence; active compounds read high; B-score at 10 µM; 0.35% of 310,000 active; AID 2648;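 active = fluorescence ratio B-score, a plate-corrected score, at least three library SD, with initial intensity B-score within 5 SD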
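Schedule – 37 °C overnight plating, 90-min dark dye load, 20-min compound pretreatment · System – stable KCNQ1 CHO-K1 line · Probe or stimulus – thallium- and potassium-containing depolarizing buffer · Measured by – kinetic FluxOR fluorescence, 10 s baseline plus 110 s post-stimulus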
RGS4 act – RGS4 potentiation or activation; HEK293 M3R/inducible RGS4, carbachol calcium flux Fluo4; active compounds read low; B-score at 10 µM; 0.92% of 310,000 active;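 active = B-score of the integrated calcium signal more than 4 SD below the library mean, with starting fluorescence not abnormally high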;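 also: negative B-score means reduced calcium response which marks RGS4 activation or potentiation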
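Assay system: HEK293 FlpIn-TREx cells, stable M3R, doxycycline-inducible RGS4 / Probe or stimulus: carbachol, ECmax concentration / Times: overnight RGS4 induction, 30 min dye load 37 °C, 20 min compound RT / Signal: kinetic calcium fluorescence imaging with Fluo4-AM dye, 2 µM / Measure: Agonist-evoked peak-minus-minimum fluorescence over baseline, integrated ratio, B score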
PolyA inh – yeast polyadenylation inhibition. S. cerevisiae SKY197-pL101 polyadenylation reporter, beta-gal luminescence; efflux-impaired pdr1/pdr3 knockout yeast; score 100 = 6 SD above DMSO. calls only at 12 µM. 0.02% of 300,000 active;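 active = lowest replicate activity score at least 50, where 100 means six control SD above control mean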;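 also: yeast exposed to compound for 9 h at 30 °C; higher score means more reporter readthrough which indicates perturbed polyadenylation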
GSK3A inh – blocks human GSK-3 alpha kinase; P49840; ADP-Glo luminescence, 60 min; inhibition, % at 10 µM; 0.1% of 320,000 active; AID 2650;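 in the data active = inhibition above about 50%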;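 also: GST-tagged GSK-3 alpha with peptide substrate and 25 µM ATP; 0% = DMSO neutral wells and 100% = GW8510 positive control wells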
Target sequence (P49840 whole entry, looked up): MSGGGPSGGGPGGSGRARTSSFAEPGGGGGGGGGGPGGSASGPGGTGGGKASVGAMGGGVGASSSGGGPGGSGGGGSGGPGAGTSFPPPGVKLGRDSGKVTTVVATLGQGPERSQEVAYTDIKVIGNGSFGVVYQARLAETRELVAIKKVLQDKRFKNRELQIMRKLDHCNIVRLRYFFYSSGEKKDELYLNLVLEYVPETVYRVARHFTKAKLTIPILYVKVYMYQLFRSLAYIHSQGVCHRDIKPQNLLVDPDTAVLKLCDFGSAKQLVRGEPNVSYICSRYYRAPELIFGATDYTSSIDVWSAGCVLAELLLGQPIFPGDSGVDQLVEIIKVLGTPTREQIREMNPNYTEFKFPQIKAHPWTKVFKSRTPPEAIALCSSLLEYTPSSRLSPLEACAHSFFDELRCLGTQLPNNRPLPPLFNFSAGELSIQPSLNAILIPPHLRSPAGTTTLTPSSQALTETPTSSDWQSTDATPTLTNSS
DYRK1A inh – blocks rat Dyrk1A kinase activity; 0.43% of 310,000 active; ADP-Glo luminescence, NFATc1 peptide; Q63470; inhibition, % at 12.5 µM; in the data active = inhibition above about 50%;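 also: plate controls were vehicle with enzyme for no effect and no enzyme for full effect; many of its hits are not listed in these tables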
KCNK9 inh – human KCNK9 channel inhibition; Q9NPC2; HEK293 KCNK9, FluxOR thallium flux fluorescence; active compounds read low; B-score at 10 µM; 1.2% of 310,000 active; AID 488922;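 active = ratio B-score over 3 SD below the library mean, with starting fluorescence within 5 SD of its mean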;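 also: negative B-score means less thallium flux so channel inhibition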
Target sequence (Q9NPC2 whole entry, looked up): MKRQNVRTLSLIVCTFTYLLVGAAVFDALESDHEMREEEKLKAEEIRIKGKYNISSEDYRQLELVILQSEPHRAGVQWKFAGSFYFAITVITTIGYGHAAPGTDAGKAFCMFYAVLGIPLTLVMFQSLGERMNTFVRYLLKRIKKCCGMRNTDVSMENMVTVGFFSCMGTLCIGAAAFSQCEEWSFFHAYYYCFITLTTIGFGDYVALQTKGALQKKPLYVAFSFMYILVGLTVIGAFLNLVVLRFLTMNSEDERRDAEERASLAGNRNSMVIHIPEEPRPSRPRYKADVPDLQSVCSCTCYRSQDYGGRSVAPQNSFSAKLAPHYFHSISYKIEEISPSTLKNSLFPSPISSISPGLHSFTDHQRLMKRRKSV
KCNQ1 inh – human KCNQ1 channel inhibition; B-score at 10 µM; 1.3% of 310,000 active; CHO-K1 KCNQ1, FluxOR thallium flux fluorescence; active compounds read high; P51787;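 active = compounds whose thallium flux B-score, printed positive for inhibition, exceeds three library SD while starting fluorescence stays within three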;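 also: channel opened by potassium depolarization with thallium stimulus after 20 min compound exposure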
RGS4 block – human RGS4 inhibition | P49798 | HEK293 M3R/RGS4 inducible, Fluo-4 calcium flux; active compounds read high; triggered by carbachol at its EC20 | B-score at 10 µM | 0.45% of 310,000 active | AID 463165;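 active = B-score, a plate-corrected calcium signal, over three deviations above library mean, with baseline fluorescence within five deviations of library mean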;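 also: RGS4 expression induced by doxycycline in cells with stable M3 receptor; B-score is computed from the integrated fluorescence ratio over baseline after carbachol; higher B-score means a larger calcium signal and so more RGS4 inhibition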
Target sequence (P49798 whole entry, looked up): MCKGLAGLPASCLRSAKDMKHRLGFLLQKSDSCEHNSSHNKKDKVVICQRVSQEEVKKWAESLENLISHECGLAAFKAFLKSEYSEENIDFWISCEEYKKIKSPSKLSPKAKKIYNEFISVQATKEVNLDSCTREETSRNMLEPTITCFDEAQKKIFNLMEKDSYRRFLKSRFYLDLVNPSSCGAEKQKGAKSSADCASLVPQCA
* = called active by the depositor; i = inactive; nt = no result given. An excerpt; rates above refer to the full screens.

SMILES | GSK3B inh | hERG protect | KCNK3 inh | KCNQ1 act | RGS4 act | PolyA inh | GSK3A inh | DYRK1A inh | KCNK9 inh | KCNQ1 inh | RGS4 block
COc1cccc(CC(NC(C)=O)C(=O)NC2CCN(c3ncccc3[N+](=O)[O-])CC2)c1 (stereo not drawn) | -0.6 | -8.2 | nt | i | i | i | 0.0 | nt | i | i | i
Cc1ccc(NC(=O)C2CCN(C(=O)c3ccc(F)cc3)CC2)nc1 | 2.1 | -12.2 | i | i | i | i | -0.7 | -3.5 | i | i | i
NS(=O)(=O)c1ccc(NC(=O)COC(=O)c2cccc(S(=O)(=O)N3CCCC3)c2)cc1 | -2.4 | -6.8 | i | i | i | i | -0.2 | -3.0 | i | i | i
CCCSc1cc(=O)n(-c2ccc(F)cc2)nc1C(=O)OCC | 2.1 | -8.0 | i | i | i | i | -0.5 | 1.4 | i | i | i
CCN(CC)CCC(c1ccc2c(c1)OCO2)c1c(O)cc(OC)cc1OC (stereo not drawn) | 4.4 | -10.4 | i | i | i | i | 0.0 | -5.1 | i | i | i
Cc1cc(N/C=C(\C#N)S(=O)(=O)c2ccc(Cl)cc2)nc(C)n1 | 1.8 | -5.5 | i | i | i | i | -1.2 | nt | i | i | i
CCCCCOC(=O)c1[nH]c2c(c1C)C(=O)C(C(=O)OC)C(C)C2 (stereo not drawn) | 0.7 | -2.7 | i | i | i | i | 1.1 | nt | i | i | i
CC(=O)c1ccc(N2CCN(CC(=O)Nc3ccc(N4CCOCC4)cc3)CC2)cc1 | -0.1 | -1.0 | nt | i | i | i | 7.0 | nt | i | i | i
CCC1CN(C(=O)NCc2ccccc2)c2ccccc2O1 (stereo not drawn) | 0.7 | -2.8 | i | i | i | i | -3.0 | -2.5 | i | i | i
Cc1nc2ccccc2nc(C)c1=NOCc1ccccc1Cl | -0.2 | -4.0 | i | i | i | i | -3.7 | 1.9 | i | i | i
O=S(=O)(c1cccc2nsnc12)N1CCN(c2ccc(F)cc2)CC1 | -2.6 | -11.3 | i | i | i | i | -1.6 | 0.8 | i | i | i
COCCN1Cc2cccc(C(=O)NCc3cccs3)c2C1=O | -0.7 | -5.1 | i | i | i | i | 6.0 | -2.8 | i | i | i
O=C(Nc1ccccc1C(=O)N1CCCCCC1)c1cccc(S(=O)(=O)N2CCOCC2)c1 | 2.1 | -3.5 | i | i | i | i | nt | 0.1 | i | i | i
COc1ccc(NC(=O)NNC(=O)COc2ccc3cc(Br)ccc3c2)cc1 | 0.1 | -5.6 | i | i | i | i | 1.1 | -13.1 | i | i | i
Cc1cc(C)nc(NNC(=O)c2ccccc2O)n1 | -0.6 | -1.8 | i | i | i | i | -0.5 | 1.2 | i | i | i
Cc1ccccc1C(=O)NCC(c1ccco1)N1CCc2ccccc2C1 (stereo not drawn) | 3.1 | -12.4 | i | i | i | i | -1.1 | 6.5 | i | i | i
CCN1CCN(Cc2oc(CO)cc(=O)c2O)CC1 | -0.7 | -8.6 | i | i | i | i | -3.5 | -6.4 | i | i | i
Cc1cccc(C(C)n2nnc3ccccc32)c1O (stereo not drawn) | 1.8 | -7.1 | i | i | i | i | -0.1 | 57.2* | i | i | i
O=C(NC1CCCC1)C(c1ccccn1)N(C(=O)c1csnn1)c1ccccc1Br (stereo not drawn) | 1.0 | -10.8 | i | i | i | i | nt | -6.6 | i | i | i
CCOC(=O)c1ccccc1NC(=O)c1c(F)c(F)c(F)c(F)c1F | 2.5 | -15.8 | i | i | i | i | -0.9 | 4.8 | i | i | i
COc1ccc(C2NC(=S)N3C(c4ccc(OC)cc4)NC(=S)N23)cc1 (stereo not drawn) | 3.9 | -7.8 | i | i | i | i | -3.8 | -2.1 | i | i | i
CCOC(=O)Cc1csc(NS(=O)(=O)c2ccc([N+](=O)[O-])cc2)n1 | 0.2 | -3.5 | i | i | i | i | -2.9 | -2.0 | i | i | i
O=C(c1ccco1)N1CCN(C(=O)c2ccc(COc3ccc4c(c3)CCC4)o2)CC1 | 0.6 | -1.3 | i | i | i | i | 1.1 | -20.0 | -8.04* | i | i
COc1ccc2cc(CCNC(=O)c3cccs3)c(=O)[nH]c2c1 | 1.6 | -1.3 | i | i | i | i | -0.3 | 4.0 | i | i | i
CC(=O)Nc1ccc(N2CCOCC2)c([N+](=O)[O-])c1 | -1.5 | -9.5 | i | i | i | i | 2.0 | 0.0 | i | i | i
Nc1nc(COc2ccc(F)cc2)nc(N2CCCCC2)n1 | -3.8 | -4.1 | i | i | i | i | 6.0 | nt | i | i | i
Cc1cc(C)c(Cc2c(C)nc3c(C(=O)NCc4ccco4)cnn3c2C)c(C)c1 | 4.8 | -15.8 | i | i | i | i | -2.2 | 6.7 | -7.29* | i | i
COc1ccc(-c2cc(C)no2)cc1S(=O)(=O)Nc1cccc(CN2CCCC2)c1 | -1.2 | -5.0 | i | i | i | i | 3.3 | -8.5 | i | i | i
CCOc1ccc(CN2CCN(CC3=Cc4cccc(OC)c4OC3)CC2CCO)cc1 (stereo not drawn) | -0.1 | -11.8 | i | i | i | i | nt | 0.9 | i | i | i
COc1ccc(C(=O)NC(=S)NCc2cccnc2)cc1Br | 2.6 | -8.0 | i | i | i | i | -1.8 | 0.7 | i | i | i
CN1CCC(N(C)C(=O)/C=C/c2cn(-c3ccccc3)nc2-c2cccs2)CC1 | -4.4 | -13.0 | i | i | i | i | -1.2 | 11.0 | i | i | i
CC(C)(C)S(=O)(=O)c1cnc(-c2ccccn2)nc1N | 1.9 | -10.2 | i | i | i | i | -2.3 | -5.7 | i | i | i
CC(=O)NC12CC3CC(C1)CC(C(=O)N1CCN(S(=O)(=O)c4cccc(F)c4)CC1)(C3)C2 | 1.2 | -8.9 | i | i | i | i | -1.6 | -2.4 | i | i | i
N/C(=N\OC(=O)CCC1CCCC1)c1cccnc1 | 1.1 | -5.3 | i | i | i | i | -1.7 | 3.4 | i | i | i
CCOC(=O)N1CCN(CC(=O)N2c3ccccc3CC2C)CC1 (stereo not drawn) | 0.0 | -6.1 | i | i | i | i | -3.1 | -2.0 | i | i | i
O=C(C1CCC1)N1CCc2cc(S(=O)(=O)NCc3cccnc3)ccc21 | 5.5 | -9.4 | i | i | i | i | -0.5 | -5.5 | i | i | i
Cc1cccc2c1-c1sc(C(=O)NCCCN3CCC(C)CC3)cc1CO2 | 0.5 | -19.5 | i | i | i | i | -0.3 | 2.3 | i | i | i
O=C1N(Cc2ccccc2)c2ccc(Cl)cc2C12OCCO2 | -1.4 | -6.8 | i | i | i | i | -2.2 | 1.6 | i | i | i
CC1=NNC(=O)C1CC(=O)N/N=C/c1ccc(C)o1 (stereo not drawn) | -0.2 | -5.0 | i | i | i | i | 0.1 | nt | i | i | i
CCCc1nn(C)c2c(=O)[nH]c(-c3cc(S(=O)(=O)Nc4ccc(NC(C)=O)cc4)ccc3OCC)nc12 | 3.2 | -20.5 | i | i | i | i | 0.4 | 1.3 | i | i | i

An excerpt of these results, as a markdown table.
| mol | GSK3B inh | hERG protect | KCNK3 inh | KCNQ1 act | RGS4 act | PolyA inh | GSK3A inh | DYRK1A inh | KCNK9 inh | KCNQ1 inh | RGS4 block |
| --- | --- | --- | --- | --- | --- | --- | --- | --- | --- | --- | --- |
| CC(C)(C)S(=O)(=O)c1cnc(-c2ccccn2)nc1N | 1.9 | -10.2 | i | i | i | i | -2.3 | -5.7 | i | i | i |
| CCCc1nn(C)c2c(=O)[nH]c(-c3cc(S(=O)(=O)Nc4ccc(NC(C)=O)cc4)ccc3OCC)nc12 | 3.2 | -20.5 | i | i | i | i | 0.4 | 1.3 | i | i | i |
| CN1CCC(N(C)C(=O)/C=C/c2cn(-c3ccccc3)nc2-c2cccs2)CC1 | -4.4 | -13.0 | i | i | i | i | -1.2 | 11.0 | i | i | i |

(cont.)
SMILES | GSK3B inh | hERG protect | KCNK3 inh | KCNQ1 act | RGS4 act | PolyA inh | GSK3A inh | DYRK1A inh | KCNK9 inh | KCNQ1 inh | RGS4 block
Cc1cc(Cl)nc(Cl)c1C(=O)NCc1ccc(Cl)cc1 | -1.9 | -9.2 | i | i | i | i | -1.6 | 1.8 | i | i | i
COc1ccc(S(=O)(=O)N(CC(=O)NCC2CCCO2)Cc2ccccc2)cc1 (stereo not drawn) | 1.9 | -2.3 | i | i | i | i | -1.6 | -4.1 | i | i | i
COc1ccc(NS(=O)(=O)c2cc(NC(=O)CC3CCCC3)ccc2N2CCOCC2)cc1 | -0.4 | -8.6 | i | i | i | i | -2.1 | -4.2 | i | i | i
CCN1CCN(c2cc(C)c3cc(NC(=O)Cc4ccc(OC)c(OC)c4)ccc3n2)CC1 | 2.8 | -9.7 | i | i | i | i | 1.3 | 1.9 | i | i | i
Cc1ccc(S(=O)c2ccc(NC(=O)C3CC3)cc2C#N)cc1 (stereo not drawn) | -1.1 | -13.1 | i | i | i | nt | -2.2 | -3.0 | i | i | i
Cc1ccc(C)c(NC(=O)C(Sc2nc3ccc(C)cc3[nH]2)c2ccccc2)c1 (stereo not drawn) | 1.1 | -7.0 | i | i | i | i | -0.4 | 1.1 | i | i | i
CCC1(CC)NC(=O)N(CC(=O)OC(C)C(=O)Nc2ccc(Cl)cn2)C1=O (stereo not drawn) | -4.0 | -8.1 | i | i | i | i | -1.2 | 6.2 | i | i | i
CCOP(=O)(OCC)C(NC(=O)c1cc([N+](=O)[O-])cc([N+](=O)[O-])c1)C(F)(F)F (stereo not drawn) | 0.0 | -2.1 | i | i | i | i | -1.3 | 1.0 | i | i | i
NC1=NC(=O)/C(=C\C=C\c2ccccc2)S1 | 0.6 | -3.7 | i | i | i | i | -0.9 | -4.4 | i | i | i
COc1ccc(S(=O)(=O)N2CCN(C(=O)c3ccco3)CC2)cc1OC | nt | -7.6 | i | i | i | i | 5.3 | 7.8 | i | i | i
Cc1ccsc1/C=C(\CC(=O)O)c1nc2ccccc2o1 | 2.7 | -7.6 | i | i | i | i | -8.0 | 4.3 | i | i | i
CC1(c2ccccc2)NC(=O)N(CC(=O)N2CCN(S(=O)(=O)c3cccc([N+](=O)[O-])c3)CC2)C1=O (stereo not drawn) | 0.2 | -11.1 | i | i | i | i | -0.8 | -7.9 | i | i | i
